JMJD2C inh: inhibitors of GASC-1 histone demethylase, primary screen, biochemical, fluorescence, DELFIA europium. inhibition, % at 2.35 µM. actives 0.069% (n = 330,000). AID 2099, 2009. GST-JMJD2C(1-420) H3K9me3 demethylation. Lysine-specific demethylase 4C (Homo sapiens), Q9H3R0;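 active = more than half of a compound's replicate wells show inhibition beyond 50%, single wells judged on their own value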;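 note: signal counts dimethyl H3K9 product captured on neutravidin plate; 0% = median of DMSO wells and 100% = 0.3 times that DMSO median; strong numbers were not always called active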
MEP2-GFP yeast: modulators of MEP2-GFP levels in yeast, primary screen, S. cerevisiae, multiplex flow cytometry, MLPCN library | S. cerevisiae MEP2-GFP strain, 3 h; 100% = DMSO control level | GFP response vs DMSO, % at 10 µM | AID 2016, 2009 | actives 0.51% (n = 330,000);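 active = GFP response versus DMSO above a set limit, roughly screen mean plus 3 SD, cut at about 180% in these data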;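 note: median GFP fluorescence of the barcode-gated MEP2-GFP cells per well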
RPL19A TOR yeast: RPL19A-GFP expression modulators in yeast, primary screen, cell-based, S. cerevisiae, multiplex flow cytometry, MLPCN. S. cerevisiae RPL19A-GFP strain, 3 h; stronger effect = lower value. percent response vs DMSO, % at 10 µM. actives 0.3% (n = 330,000);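 active = percent response vs DMSO below 50%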;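 note: median channel GFP fluorescence of the barcoded RPL19A-GFP strain; ratio of sample median GFP to plate DMSO average so 100% = DMSO; lower means less RPL19A-GFP as with rapamycin TOR inhibition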
proCasp7 act: procaspase-7 activators, primary screen, counter-screen for procaspase-3 activator project, biochemical, absorbance, HTS, human; actives 0.093% (n = 330,000); recombinant procaspase-7, Ac-DEVD-pNA absorbance 405 nm; D23A/D198A/D206A triple mutant, cannot self-cleave; scale: DMSO 0, 5 µM enzyme 100; activation, % at 8.5 µM;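 active = percent activation above the screen-wide mean plus 3 SD, cut at about 25% in these data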
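Test system: Procaspase-7 triple mutant (PC-7 D3A). Also added: Ac-DEVD-pNA substrate, 400 µM as added. Schedule: 1 h enzyme–compound preincubation and 2 h substrate reaction, both 25 °C. Signal: p-Nitroaniline absorbance at 405 nm, read at 0 and 120 min. Control set: low DMSO alone, high DMSO plus 5 µM PC-7.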
Yeast superoxide: reduction of superoxide in aged yeast, primary screen, HTS; S. cerevisiae aged cells, superoxide DHE fluorescence; stronger effect = lower value; superoxide response (% of plate mean), % at 10 µM; actives 0.18% (n = 330,000);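 active = superoxide response under a set limit, about three screen SD below normal, cut at about 65% in these data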;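 note: yeast aged for seven days with compound at 30 °C before DHE staining; 100% = average MFI of all compound-treated wells on the plate with controls excluded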
LAP4 TOR yeast: modulators of LAP4-GFP expression in yeast, primary screen, S. cerevisiae, multiplex flow cytometry, MLPCN library; actives 0.34% (n = 320,000); 3 h; median GFP as percent of DMSO wells; GFP response vs DMSO, % at 10 µM;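 active = GFP response vs DMSO above a set limit, about the screen mean plus 3 SD, cut at about 150% in these data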
AHR activator: AHR activators, primary screen, cell-based, luminescence, luciferase reporter, human | Aryl hydrocarbon receptor (Homo sapiens), P35869 | AHR-responsive luciferase reporter cells | activation, % at 5 µM | actives 2.5% (n = 320,000); in the data active = activation above about 47%;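 note: 0% = vehicle wells and 100% = reference agonist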
Target sequence (P35869 whole entry, looked up): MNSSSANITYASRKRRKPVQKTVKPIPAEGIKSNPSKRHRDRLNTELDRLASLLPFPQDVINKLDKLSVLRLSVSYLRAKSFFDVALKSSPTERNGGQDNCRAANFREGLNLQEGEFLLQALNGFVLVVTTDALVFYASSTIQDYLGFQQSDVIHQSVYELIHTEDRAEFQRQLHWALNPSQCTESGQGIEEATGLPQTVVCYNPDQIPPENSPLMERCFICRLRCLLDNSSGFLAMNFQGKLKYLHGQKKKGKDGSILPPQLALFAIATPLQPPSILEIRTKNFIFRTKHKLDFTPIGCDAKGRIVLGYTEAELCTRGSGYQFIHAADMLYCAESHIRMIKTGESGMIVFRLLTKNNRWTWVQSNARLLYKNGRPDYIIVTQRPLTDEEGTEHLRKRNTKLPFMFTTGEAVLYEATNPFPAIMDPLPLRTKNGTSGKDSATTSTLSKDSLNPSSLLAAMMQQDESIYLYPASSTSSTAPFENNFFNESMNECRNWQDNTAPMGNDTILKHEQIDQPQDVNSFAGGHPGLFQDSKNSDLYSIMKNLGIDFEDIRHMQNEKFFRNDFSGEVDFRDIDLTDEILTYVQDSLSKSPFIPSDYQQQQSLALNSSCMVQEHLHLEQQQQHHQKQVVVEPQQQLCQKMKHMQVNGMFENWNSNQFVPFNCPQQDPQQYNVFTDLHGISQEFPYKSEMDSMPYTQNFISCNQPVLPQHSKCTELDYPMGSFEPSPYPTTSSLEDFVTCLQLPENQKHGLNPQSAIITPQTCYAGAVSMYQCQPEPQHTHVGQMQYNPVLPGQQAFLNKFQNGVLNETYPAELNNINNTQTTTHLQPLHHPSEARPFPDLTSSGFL
procasp3 activ: activators of human procaspase-3 D3A mutant, primary screen, biochemical, absorbance, PC-3 D3A mutant, single concentration | Caspase-3 (Homo sapiens), P42574 | recombinant procaspase-3 D3A, Ac-DEVD-pNA absorbance 405 nm | activation, % at 8.5 µM | actives 0.11% (n = 330,000);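 active = activation above the mean of all tested compounds plus 3 SD, cut at about 21% in these data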;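 note: 0% = DMSO alone and 100% = DMSO wells spiked with extra 5 µM PC-3 D3A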
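Evaluation: percent activation relative to control range; Material: Procaspase-3 D3A mutant, all three cleavage aspartates alanine; Compound: single dose, 8.5 µM nominal compound, 0.8% DMSO; Replication: one well per compound; Signal: absorbance at 405 nm, 0 and 120 min; Schedule: 1 h preincubation plus 2 h reaction at 25 °C.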
An asterisk follows results filed as active; . = not tested or not shown.

#	Structure	JMJD2C inh	MEP2-GFP yeast	RPL19A TOR yeast	proCasp7 act	Yeast superoxide	LAP4 TOR yeast	AHR activator	procasp3 activ
1	O=C(CN1C(=O)NC2(CCc3ccccc32)C1=O)Nc1c(Cl)cccc1Cl (stereo unspecified)	4	107	97	10	95	102	3	2
2	COc1ccc(C(=O)COC(=O)/C=C/c2ccccc2)c(OC)c1	.	92	90	4	126	98	2	10
3	COc1ccc(-c2oc(/N=C/N3CCOCC3)c(C#N)c2-c2ccc(OC)cc2)cc1	-7	100	98	1	98	102	-2	3
4	Cc1ccc(NC(=S)NCc2ccc(Cl)cc2)c(OC(F)F)c1	-6	105	106	-8	120	78	6	-5
5	CC(=O)c1c(C)[nH]c(C(=O)OCC(=O)N2CCN(S(=O)(=O)c3ccc(C)cc3C)CC2)c1C	-4	100	96	-5	97	100	2	5
6	N#CC1=C(N)Oc2cc(O)c(C=Nc3ccccc3)cc2C1c1ccccc1 (stereo unspecified)	2	104	103	-5	103	104	3	-6
7	CCSc1nncn1/N=C/c1ccc(OC)c(OC)c1	10	106	100	9	95	95	48*	-6
8	COc1ccc(CNC(=O)c2cc3cc(OC)ccc3oc2=O)cc1	-9	97	96	-8	106	101	-7	2

Profiles as entered above.
`COc1ccc(C(=O)COC(=O)/C=C/c2ccccc2)c(OC)c1` as listed: JMJD2C inh = .; MEP2-GFP yeast = 92; RPL19A TOR yeast = 90; proCasp7 act = 4; Yeast superoxide = 126; LAP4 TOR yeast = 98; AHR activator = 2; procasp3 activ = 10
`COc1ccc(CNC(=O)c2cc3cc(OC)ccc3oc2=O)cc1` as listed: JMJD2C inh = -9; MEP2-GFP yeast = 97; RPL19A TOR yeast = 96; proCasp7 act = -8; Yeast superoxide = 106; LAP4 TOR yeast = 101; AHR activator = -7; procasp3 activ = 2

(listing goes on)
#	Structure	JMJD2C inh	MEP2-GFP yeast	RPL19A TOR yeast	proCasp7 act	Yeast superoxide	LAP4 TOR yeast	AHR activator	procasp3 activ
9	Cc1ccc(C(=O)NC23CC4CC(CC(C4)C2)C3)c(Cl)c1	6	101	102	5	94	93	4	2
10	CCC(Cc1ccccc1)NC(=O)CCNS(=O)(=O)c1cc(Br)cnc1N (stereo unspecified)	1	96	97	-7	86	94	1	3
11	COc1cccc(NC(=O)CN(C)C(=O)c2ccc(COc3ccccc3)cc2)c1	4	101	97	-3	104	99	0	9
12	CCCCSc1nc(O)c(C2OC(=O)c3c2ccc(OC)c3OC)c(=O)n1-c1ccccc1 (stereo unspecified)	2	103	99	-4	104	99	2	2
13	CC(C)(C)OCC(O)CN1CCN(C(=O)c2ccccc2)CC1 (stereo unspecified)	-25	94	87	3	100	86	-1	12
14	Cc1cc(C)cc(NC(=O)COC(=O)c2ccc3c(c2)OCCO3)c1	0	105	106	-10	105	96	1	-2
15	Cc1ccc(CNS(=O)(=O)c2ccc(-c3cnc(C4CC4)o3)cc2)cc1	-11	108	104	5	101	99	0	-1
16	O=C(Cn1nc(-c2ccc(F)cc2)ccc1=O)Nc1ccc2c(c1)OCCO2	-8	102	108	1	104	99	3	2

#	Structure	JMJD2C inh	MEP2-GFP yeast	RPL19A TOR yeast	proCasp7 act	Yeast superoxide	LAP4 TOR yeast	AHR activator	procasp3 activ
17	CCOc1ccc(Nc2nc(Cc3nnc(SCC(=O)NC4CCCCC4)n3C)cs2)cc1	-6	96	96	-5	100	100	6	-6
18	COc1ccc(Cl)cc1S(=O)(=O)N1CCN(CC(=O)C(C)(C)C)CC1	-2	99	100	-1	105	99	4	3
19	COC(=O)C1=C(Nc2ccc(C)cc2)C=C(C)C(C(=O)OC)C1c1cccc(OC)c1 (stereo unspecified)	-6	100	100	-2	95	96	2	10
20	CC(OC(=O)c1ccc([N+](=O)[O-])o1)C(=O)NC1CCCCC1C (stereo unspecified)	3	101	105	6	140	105	0	-1
21	Cc1nnc(NC(=O)CSc2nnc(Cc3cccn3C)n2-c2cccc(C)c2C)s1	1	90	99	0	90	106	-1	0
22	CC(Cc1cccnc1)NC(=O)c1cc(COc2ccc(F)cc2Cl)on1 (stereo unspecified)	-6	96	92	-6	99	111	19	3
23	Cc1ccc(S(=O)(=O)N2CCC(C(=O)N[C@H](C(=O)NC3CCS(=O)(=O)C3)C(C)C)CC2)cc1 (stereo partly specified)	-12	92	89	6	99	85	0	-10
24	N/C(=N\OC(=O)c1cccc(Br)c1)c1ccccc1	1	103	93	5	115	178*	74*	1

#	Structure	JMJD2C inh	MEP2-GFP yeast	RPL19A TOR yeast	proCasp7 act	Yeast superoxide	LAP4 TOR yeast	AHR activator	procasp3 activ
25	O=C1/C(=C/N(C(=O)c2ccco2)c2ccc(Br)cc2)Sc2ccccc21	7	100	107	-8	102	92	35	-9
26	CC1Oc2ccccc2N(CC(=O)N2CCCCCC2)C1=O (stereo unspecified)	-11	104	102	-2	105	96	2	-5
27	CC(CCc1ccc(O)cc1)N1CCC(Oc2ccc(C(=O)N3CCCC3)cc2)CC1 (stereo unspecified)	13	101	109	.	104	89	.	.
28	c1ccc(-c2noc(CN3CCOCC3)n2)cc1	1	105	95	2	100	98	2	-2
29	CC1Sc2ccc(S(=O)(=O)CCC(=O)Nc3ccccn3)cc2NC1=O (stereo unspecified)	-1	97	94	-10	112	105	1	2
30	CN(C)CCCNC(=S)NCC(c1ccc(Cl)cc1Cl)c1c[nH]c2ccccc12 (stereo unspecified)	-2	99	97	1	107	103	12	8
31	COc1cc(C(C)=O)ccc1OC(C)C(=O)Nc1ccc(S(=O)(=O)N2CCCC2)cc1 (stereo unspecified)	4	109	103	0	93	110	0	3
32	Cc1cc(SCC(=O)N/N=C/c2cccnc2)nc2c(C)cccc12	-2	105	105	11	107	102	10	-3

Quoted from the listing.
Under RPL19A TOR yeast, cpd 13 has the entry 87
Under MEP2-GFP yeast, cpd 14 has the entry 105

Other records follow.
#	Structure	JMJD2C inh	MEP2-GFP yeast	RPL19A TOR yeast	proCasp7 act	Yeast superoxide	LAP4 TOR yeast	AHR activator	procasp3 activ
33	COc1cccc(NC(=O)c2ccnc(N3CCC(C(=O)NCc4ccccc4OC)CC3)c2)c1	12	100	96	-10	108	90	1	13
34	COc1cc(/C=N/NC(=O)COc2ccccc2[N+](=O)[O-])ccc1OC(=O)c1ccco1	2	113	107	5	102	85	0	12
35	COc1cccc(OC)c1C(=O)N1CCN(Cc2ccncc2)CC1	32	102	100	-2	91	103	-1	4
36	CCOCCc1nnc(NC(=O)CCC2CCCCC2)s1	2	106	106	-1	97	90	8	11
37	COc1ccc(CNC(=O)CSc2nnc(C(F)(F)F)n2C)cc1	-2	111	100	-2	88	94	-1	-1
38	Cn1c(=O)oc2cc(S(=O)(=O)NCCC(=O)NC3CCCc4ccccc43)ccc21 (stereo unspecified)	0	103	102	-9	95	100	-1	2
39	O=C(CN(c1ccc(F)cc1)S(=O)(=O)c1ccc2c(c1)OCCO2)Nc1ccccc1	0	99	96	8	99	100	3	-3
40	CS(=O)(=O)c1ccc(Cl)c(NC(=O)c2ccc3ccccc3c2)c1	0	100	101	5	93	90	-7	8

#	Structure	JMJD2C inh	MEP2-GFP yeast	RPL19A TOR yeast	proCasp7 act	Yeast superoxide	LAP4 TOR yeast	AHR activator	procasp3 activ
41	CC1(C)CC(=O)C(C2=NC3(CCCCC3)Cc3ccccc32)=C(O)C1	-44	101	98	-13	105	91	-1	3
42	CS(=O)(=O)NCc1ccc(C(=O)O)cc1	-7	106	102	7	104	99	-1	2
43	CCN(CC)S(=O)(=O)c1ccc(S(=O)(=O)Nc2cc3c(cc2C(C)=O)OCO3)cc1	-9	112	110	10	116	110	-3	7
44	COC(=O)C(C)N(c1ccc(OC)cc1)S(C)(=O)=O (stereo unspecified)	-12	102	98	4	87	118	0	-8
45	Cc1nnc(SCc2ccc(CC(=O)O)cc2)o1	-2	98	99	6	92	98	0	-2
46	CC(=O)C1=C(C)NC(SCc2cccc3ccccc23)=C(C#N)C1c1ccco1 (stereo unspecified)	-2	107	105	-12	110	103	9	-8
47	COc1ccc(CCCc2nnc(SCC(=O)Nc3ccccc3F)o2)cc1	2	107	105	1	99	116	0	1
48	CCN(C(=O)COC(=O)c1cc(S(=O)(=O)N2CCOCC2)ccc1F)C1CCS(=O)(=O)C1 (stereo unspecified)	1	102	101	-5	104	109	2	7

3 compounds from above, showing only proCasp7 act and Yeast superoxide.
cpd	SMILES	proCasp7 act	Yeast superoxide
21	Cc1nnc(NC(=O)CSc2nnc(Cc3cccn3C)n2-c2cccc(C)c2C)s1	0	90
22	CC(Cc1cccnc1)NC(=O)c1cc(COc2ccc(F)cc2Cl)on1 (stereo unspecified)	-6	99
23	Cc1ccc(S(=O)(=O)N2CCC(C(=O)N[C@H](C(=O)NC3CCS(=O)(=O)C3)C(C)C)CC2)cc1 (stereo partly specified)	6	99

Source: PubChem BioAssay

Compounds as they come; overall some 3.8% were active at least once.
